Screening data deposited in PubChem BioAssay by National Center for Advancing Translational Sciences (NCATS).
Anesthetic bind = binds horse apoferritin like a general anesthetic; P02791; apoferritin/1-aminoanthracene competitive binding, fluorescence; Potency, µM (highest dose often 77.5 µM), inactives show at the top dose activity change, negative = displacement, most hits filed as inhibitors; 350,000 tested, 0.074% active; also: potency is read from the fitted curve at half-maximal effect; % is scaled to controls: 0 for no effect and ±100 for the full control effect; nearly all actives have a fitted effect of over 20% in size
Target sequence (P02791 2-175 limits assumed): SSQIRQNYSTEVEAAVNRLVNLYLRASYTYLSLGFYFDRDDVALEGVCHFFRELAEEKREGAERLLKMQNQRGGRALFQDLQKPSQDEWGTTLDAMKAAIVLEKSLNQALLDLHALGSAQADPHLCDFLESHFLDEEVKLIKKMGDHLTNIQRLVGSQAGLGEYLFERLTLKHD
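Horse-spleen apoferritin (10 uM) was mixed with 50% saturated 1-aminoanthracene in PBS, exposed to compounds for 10 min at room temperature, and read for fluorescence (ex 380 nm, em 535 nm). Competitive displacement was fitted with a four-parameter Hill equation.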
D2 PAM = positively modulates the human D2 dopamine receptor allosterically. P14416. HEK293 T-REx D2, calcium flux, EC20 dopamine potentiation. potentiation, % at 10 µM. 340,000 tested, 0.34% active;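 active = potentiation over 3 SD above the plate norm, cut at about 30% in these data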; also: 0% is about no effect
Target sequence (P14416 whole entry, looked up): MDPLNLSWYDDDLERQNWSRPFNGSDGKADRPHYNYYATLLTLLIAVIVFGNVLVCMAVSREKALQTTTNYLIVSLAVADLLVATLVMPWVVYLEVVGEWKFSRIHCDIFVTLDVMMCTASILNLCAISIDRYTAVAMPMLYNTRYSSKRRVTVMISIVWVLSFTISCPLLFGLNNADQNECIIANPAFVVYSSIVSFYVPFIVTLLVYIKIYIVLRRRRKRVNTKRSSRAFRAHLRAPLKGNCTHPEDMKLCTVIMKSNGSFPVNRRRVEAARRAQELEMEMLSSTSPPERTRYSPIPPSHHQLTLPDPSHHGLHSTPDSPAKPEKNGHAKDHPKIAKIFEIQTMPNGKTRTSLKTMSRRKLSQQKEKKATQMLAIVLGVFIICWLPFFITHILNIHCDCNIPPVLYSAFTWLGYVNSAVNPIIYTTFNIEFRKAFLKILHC
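Cells plated with tetracycline inducer and held overnight at 30 C; calcium dye loaded 30–90 min at room temperature; baseline taken, compound added and read 180 s; EC20 dopamine then added and read 180 s.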
D1 antag = antagonists of human D1 dopamine receptor; activity change, negative = inhibition, % at 10 µM; P21728; 360,000 tested, 3.2% active; HEK293 TREx D1 cells, calcium flux, dopamine EC80; active compounds read low; in the data active = activity change below about -30%; also: % is scaled to controls: 0 for no effect and ±100 for the full control effect
Target sequence (P21728 whole entry, looked up): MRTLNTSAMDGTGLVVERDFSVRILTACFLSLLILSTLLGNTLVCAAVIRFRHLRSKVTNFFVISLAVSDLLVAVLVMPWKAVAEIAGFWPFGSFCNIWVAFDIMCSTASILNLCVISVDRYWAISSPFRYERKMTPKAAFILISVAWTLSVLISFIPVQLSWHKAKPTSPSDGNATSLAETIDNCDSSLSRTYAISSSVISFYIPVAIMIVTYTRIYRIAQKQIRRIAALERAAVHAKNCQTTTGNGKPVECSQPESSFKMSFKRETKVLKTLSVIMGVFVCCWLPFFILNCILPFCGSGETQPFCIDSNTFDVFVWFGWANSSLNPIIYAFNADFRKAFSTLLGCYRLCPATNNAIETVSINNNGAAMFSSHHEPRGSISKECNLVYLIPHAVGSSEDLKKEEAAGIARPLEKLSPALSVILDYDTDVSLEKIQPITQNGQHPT
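Kinetic fluorescence of a calcium dye serves as the read-out. D1-expressing Hek293 Trex cells, induced overnight at 30 C, are exposed to compound for 180 s before an EC80 dopamine addition, then read 180 s further.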
D1 ag = agonists of human D1 dopamine receptor; HEK293 T-REx D1 cells, calcium flux, agonist mode; AID 504660; activation, % at 2 µM; 360,000 tested, 1% active; in the data active = activation above about 30%; also: 0% is about no effect
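Agonism was scored from calcium flux recorded over 180 s (1 read/s) after pintool compound addition, following a 10-cycle baseline. Cells were inducible force-coupled HEK293 TREx D1, plated overnight at 30 C and loaded with no-wash calcium dye.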
TRHR agonist = activates the human TRH receptor; TRHR cells, calcium flux fluo-8, FDSS agonist mode; P34981; activation, % at 2 µM; AID 493084; 360,000 tested, 0.18% active; in the data active = activation above about 30%; also: 0% is about no effect
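Agonist-mode FDSS calcium read (Ex 480/Em 530, 1 s cycles) in 1536-well TRHR cells with fluo-8 dye, after 10-cycle baseline and 23 nL compound addition; TRH at EC20 (10 nM final) added afterwards for the enhancer phase.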
RXFP1 antagonist = antagonists of human relaxin receptor RXFP1; AID 1259400; Q9HBX9; 350,000 tested, 0.59% active; activity change, negative = inhibition, % at 57.5 µM; HEK293-RXFP1, relaxin-stimulated cAMP HTRF, 30 min; active compounds read low;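 active = activity change of -60% or lower, but not beyond a set lower limit; inconclusive = change between -60% and -40%, or beyond the set limit; inactive = change above -40%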; also: % is scaled to controls: 0 for no effect and ±100 for the full control effect
TRHR enhancer = allosterically enhances the human TRH receptor; P34981; TRHR cells, fluo-8 calcium fluorescence, EC20 TRH enhancement; enhancement, % at 2 µM; 360,000 tested, 0.66% active; AID 493056; in the data active = enhancement above about 30%; also: 0% is about no effect
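TRHR-expressing cells loaded with fluo-8 calcium dye were read kinetically (ex 480/em 530) during compound addition, then stimulated with an EC20 of TRH (10 nM final). Enhancement of the Gq-mediated intracellular calcium response was scored.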
D1 PAM = potentiators of human D1 dopamine receptor; potentiation, % at 10 µM; HEK293 TREx D1 cells, calcium flux, dopamine EC20 potentiation; 360,000 tested, 0.036% active; in the data active = potentiation above about 30%; also: 0% is about no effect
RXFP1 agonist = RXFP1 (human) receptor agonism; AID 2676; 370,000 tested, 0.3% active; Q9HBX9; HEK293T-RXFP1 cAMP TR-FRET, 30 min; response scale: percent of porcine relaxin response, buffer zero; Potency, µM (series often up to 57.5 µM), without a hit: at the top dose activation, hits mostly activators; also: potency is read from the fitted curve at half-maximal effect; % is scaled to controls: 0 for no effect and ±100 for the full control effect; nearly all actives have a fitted effect of over 60% in size; many of its hits are not listed in these tables
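cAMP rise read by TR-FRET after 30 min, 37C compound exposure (up to 58 uM) in RXFP1-transfected HEK293 cells with Ro 20174 present. EC50 from Hill-equation fits, with 29 nM porcine relaxin as 100% and buffer as basal.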
Numbers without * were called inactive; ? = inconclusive; nt = not tested or not shown. Unless noted, calls follow the shape of the dose curve; as a rule, active = well fitted curve in the direction sought with a large enough effect; inconclusive = small, poorly fitted or top-dose-only effect, or another doubt; inactive = no such curve, though single readings can be large; an effect the other way counts as inactive or inconclusive.

RXFP1 antagonist | TRHR agonist | TRHR enhancer | D1 antag | D1 PAM | RXFP1 agonist | D2 PAM | D1 ag | Anesthetic bind | SMILES
-5.1 | -2.1 | -4.2 | -10.3 | -1.9 | -1.0% | 9.3 | -0.3 | nt | Cc1ccc(NC(=O)CN2C(=O)NC(C)(C3CC3)C2=O)c([N+](=O)[O-])c1 (centres undefined)
-23.6 | 0.0 | -5.4 | 3.8 | 2.6 | 1.3% | -3.4 | 1.9 | nt | CCN(CC(=O)Nc1ccc(NC(C)=O)cc1)C(=O)/C=C/c1cn(Cc2ccccc2)nc1-c1cccnc1
-13.1 | -0.4 | -2.7 | 1.6 | 2.4 | -0.5% | 6.2 | 2.2 | 1.0% | COc1ccc(C(c2c(O)cc(C)oc2=O)c2c(O)cc(C)oc2=O)cc1
-11.5 | -1.0 | -1.9 | 0.9 | -0.5 | -0.2% | 1.9 | 2.8 | -5.2% | COc1cccc(-c2nnc3n(Cc4ccccc4Cl)c(=O)c4ccccc4n23)c1O
nt | -0.2 | 1.8 | 5.0 | -1.0 | -0.8% | 0.4 | 3.1 | -16.1% | CCOC(=O)Nc1c(C(=O)OC)[nH]c2cc(OC)ccc12
-3.6 | -0.2 | 0.5 | 48.1 | -5.5 | 1.6% | nt | -0.6 | -20.4% | CN(/N=C/c1ccc([N+](=O)[O-])o1)c1ccccc1
5.8 | 0.2 | 1.7 | -3.2 | 0.3 | 0.6% | nt | -0.1 | 2.7% | CC(NC(=O)c1ccccc1Br)c1nnc(SCC(=O)NC2CCCCC2)n1C (centres undefined)
12.0 | -0.7 | 9.2 | 19.2 | -6.5 | 16.7% | 17.7 | 4.8 | nt | CCOC(=O)C1CCN(C(=O)COC(=O)CNC(=O)c2sc3ccccc3c2Cl)CC1
nt | 0.0 | 8.0 | -0.9 | -4.7 | -0.7% | 0.0 | -0.3 | 6.2% | COCCN(Cc1ccc(C)c(Br)c1)S(=O)(=O)c1ccc2[nH]c(=O)ccc2c1
6.4 | -0.8 | 1.5 | -6.9 | -1.6 | -1.3% | -11.6 | 6.5 | 1.2% | COc1ccc(NC(=O)Nc2cccc3ccccc23)c(OC)c1
-4.1 | -0.3 | -2.7 | -7.5 | 2.8 | 0.8% | -5.6 | 0.1 | ? | Oc1ccc2ccccc2c1/C=N/c1nc2c(s1)CCCC2
2.9 | 0.3 | -4.6 | nt | 2.7 | 3.3% | -4.8 | -1.3 | -17.7% | CC(C(=O)N1CCN(c2ccc([N+](=O)[O-])cc2)CC1)N1C(=O)C2CC=CCC2C1=O (centres undefined)
-3.7 | 0.5 | -1.9 | -22.0 | -1.4 | -0.1% | 5.2 | 2.4 | -5.1% | CCOC(=O)N1CCN(C(=O)c2ccc(OCC)cc2)CC1
8.5 | -0.8 | -5.6 | -7.2 | -4.0 | 1.2% | 5.0 | 2.1 | -13.0% | NC(=O)c1c(NC(=O)c2cnccn2)sc2c1CCCC2
6.7 | 1.9 | -10.6 | 0.5 | 5.9 | -3.0% | -8.5 | 2.5 | -0.2% | COc1ccccc1-c1cn[nH]c1-c1ccc(OCC(=O)NN)cc1O
3.4 | 0.3 | 6.6 | 0.8 | -2.8 | 3.1% | 3.5 | 2.2 | 0.4% | CCOc1ncccc1C(=O)OCC(=O)NC1CC1
-2.1 | 48.6* | 23.8 | -7.7 | -5.3 | -0.8% | 0.8 | 70.0* | nt | CC(OC(=O)/C(C#N)=C/c1ccc(N(C)C)cc1)C(=O)N(C)c1ccccc1 (centres undefined)
3.1 | -0.5 | -2.6 | 11.0 | -3.0 | 0.2% | 7.5 | 2.4 | -1.3% | CCCN(CCC)C(=O)C[n+]1cccc(/C=N/O)c1
12.4 | -0.3 | 7.5 | -18.8 | -2.5 | 0.9% | 11.1 | -1.6 | -19.6% | CC1Cc2cc(S(=O)(=O)N3CCC(C(=O)N(C)Cc4ccco4)CC3)ccc2N1C(=O)C1CCC1 (centres undefined)
12.1 | -1.9 | 10.3 | 14.2 | -7.2 | -0.2% | 3.0 | -0.7 | -13.2% | CCOc1ccccc1OCC(=O)O
nt | -0.5 | -2.6 | 2.2 | 2.1 | 0.2% | -1.6 | -2.1 | -0.2% | CC(=O)c1cccc(S(=O)(=O)Nc2cccc(S(=O)(=O)NC3=NCCC3)c2)c1
-0.5 | -0.1 | 16.4 | 0.3 | 0.8 | 0.0% | -6.8 | 1.9 | -0.5% | CCOCCCNCC(=O)N1CCN(S(=O)(=O)c2ccc(C)cc2)CC1
-3.5 | -0.2 | -3.9 | 10.5 | -2.6 | 10.3% | 8.0 | 0.7 | -0.8% | O=C(COC(=O)c1ccccc1)Nc1ccc(Cl)cn1
4.0 | 20.8 | 2.3 | -7.1 | -0.1 | -0.1% | -6.7 | 113.6* | -1.2% | CCOCCCNc1nc2c(C)cccn2c(=O)c1/C=C1\SC(=S)N(C(C)CC)C1=O (centres undefined)
nt | 0.8 | -0.7 | 27.7 | -1.9 | 1.7% | 1.8 | -0.4 | -11.6% | CCc1ccc(NC(=O)CN(c2ccc(C)cc2)S(=O)(=O)c2c(C)nn(C)c2C)cc1
-22.9 | -3.8 | 8.9 | -18.3 | 3.5 | -3.5% | 3.9 | 4.2 | -10.0% | O=C1N=C(N2CCN(Cc3ccccc3)CC2)S/C1=C/c1cccs1
7.6 | -1.1 | -10.6 | -41.8* | -9.6 | 0.2% | 6.5 | 10.7 | -16.8% | COc1ccc(N(C)S(=O)(=O)c2ccc3c(c2)CC(C)N3C(=O)C2CC2)c(OC)c1 (centres undefined)
0.1 | 0.4 | -3.1 | 1.7 | 5.4 | 1.0% | 1.0 | -0.3 | 9.5% | CCOc1ccccc1NC(=O)Cn1nnc(C(=O)NCc2ccc3c(c2)OCO3)c1N
-1.6 | 0.9 | 3.5 | 4.9 | -2.9 | -1.1% | 10.2 | 3.2 | -7.6% | CSCCC1C(=O)OC2(C)CC(C)(C)NC(=S)N12 (centres undefined)
1.2 | 0.7 | -10.2 | 6.3 | -7.3 | 0.9% | 3.3 | -0.1 | -2.7% | CCOC(=O)N1CCN(C(=O)c2cn(CC)c3ccc(S(=O)(=O)N4CCC(C)CC4)cc3c2=O)CC1
-8.6 | 0.8 | 0.8 | 14.0 | 1.0 | 0.2% | 6.8 | 0.0 | nt | CCCn1c(N)c(N(CCOC)C(=O)CCC2CCCCC2)c(=O)[nH]c1=O
16.7 | 0.0 | -2.4 | 0.0 | 2.7 | 7.2% | -5.8 | 0.5 | -4.3% | Cn1c2c(c(=O)n(C)c1=O)C(CC(=O)Nc1ccccc1F)C(=O)N2 (centres undefined)
nt | -0.4 | 10.0 | 8.4 | 1.0 | -0.5% | 0.6 | 2.0 | -7.8% | Cn1c(=O)c2c(nc(NC3CCCCC3)n2Cc2ccccc2)n(C)c1=O
-1.3 | -1.0 | 1.2 | -2.5 | -3.5 | 4.2% | -1.0 | 2.4 | 4.5% | CCc1ccccc1NC(=O)c1cc(C)no1
3.4 | 0.1 | -4.0 | -3.0 | -0.8 | -0.7% | -1.6 | 0.3 | ? | O=C(CN1C(=O)NC2(CCCCC2)C1=O)Nc1ccc2c(c1)CCC2
5.1 | 0.1 | -2.2 | -4.1 | -5.4 | 0.3% | -5.7 | 0.1 | 0.0% | Cc1nc(SC2C=CS(=O)(=O)C2)n[nH]1 (centres undefined)
-2.9 | 8.4 | 3.3 | -10.8 | -12.8 | 2.4% | -0.9 | 6.2 | -2.3% | CCOC(=O)Cc1csc(NC(=S)NC(=O)c2ccc(C)cc2)n1
-7.7 | 0.6 | -1.5 | 4.1 | -13.3 | 9.9% | 17.7 | 1.3 | nt | Cc1ccc2nc(SCC(=O)NCc3ccccc3Cl)nc(=O)n2c1
-2.7 | -0.1 | 0.5 | 2.7 | 7.0 | 3.1% | -2.1 | 5.8 | 3.8% | Cn1c2ccc(F)cc2c2ncn(CCN3CCOCC3)c(=O)c21
0.6 | -0.4 | 1.6 | -23.1 | -4.0 | 0.1% | -2.1 | -1.7 | 5.7% | Cc1cc(N=Nc2c(O)c3ccccc3[nH]c2=O)ccc1N=Nc1ccc(C(=O)N(C)C)cc1
2.9 | -0.1 | -1.3 | 6.6 | -5.8 | -0.9% | 17.4 | 3.8 | nt | CC1CC(C)CN(S(=O)(=O)c2cc3c4c(c2)CCC(=O)N4CCC3)C1 (centres undefined)
-5.6 | 0.0 | 4.7 | -3.8 | -0.8 | 2.3% | 2.4 | -0.4 | 1.1% | COc1ccc(CCNc2oc(-c3ccco3)nc2C#N)cc1
22.0 | 0.6 | -2.1 | 9.5 | -3.0 | -0.6% | 3.2 | 20.3 | -14.3% | O=C1C2C3C=CC(CC3)C2C(=O)N1c1cccc(C(F)(F)F)c1 (centres undefined)
-16.3 | 0.0 | 0.0 | -6.5 | 1.9 | 0.6% | 15.0 | -0.1 | ? | CCOC(=O)C1CCCCN1Cc1ccc(F)c(Br)c1 (centres undefined)
3.4 | -0.3 | 21.3 | -3.7 | -0.2 | 11.2% | 7.1 | 5.8 | -13.5% | CCN(CC)CCCNc1oc(-c2ccc(OC)cc2)nc1C#N

Reprinted from the listing for reference:
RXFP1 antagonist | TRHR agonist | TRHR enhancer | D1 antag | D1 PAM | RXFP1 agonist | D2 PAM | D1 ag | Anesthetic bind | SMILES
-16.3 | 0.0 | 0.0 | -6.5 | 1.9 | 0.6% | 15.0 | -0.1 | ? | CCOC(=O)C1CCCCN1Cc1ccc(F)c(Br)c1 (centres undefined)
3.4 | -0.3 | 21.3 | -3.7 | -0.2 | 11.2% | 7.1 | 5.8 | -13.5% | CCN(CC)CCCNc1oc(-c2ccc(OC)cc2)nc1C#N

New compounds follow
RXFP1 antagonist | TRHR agonist | TRHR enhancer | D1 antag | D1 PAM | RXFP1 agonist | D2 PAM | D1 ag | Anesthetic bind | SMILES
nt | 0.1 | -1.5 | -13.1 | -3.3 | 0.6% | 0.4 | 10.4 | -19.5% | COC(=O)N1CCN(c2ccc(C)c(C)c2)CC1
-13.5 | -0.5 | -5.5 | 4.4 | -3.8 | 0.5% | -3.2 | 18.4 | -17.6% | O=C(CSc1nc(O)cc(=O)n1-c1ccccc1)NC1CCCCC1
-8.1 | -0.6 | -2.0 | -2.6 | -7.0 | -2.0% | -1.1 | 1.7 | -0.7% | CC(C)CNC(=O)C(=O)NCCCN1CCOCC1
-10.1 | 0.4 | 14.9 | 21.1 | -1.2 | 0.0% | 18.6 | 3.3 | -9.6% | O=C(Cc1cccc2ccccc12)NN1C(=O)/C(=C\c2cccnc2)SC1=S
-2.1 | 0.2 | 0.9 | 9.3 | 5.8 | 1.2% | 3.8 | 0.5 | -18.2% | CC(C)NC(=O)CCS(=O)(=O)c1ccc(Br)s1

Some of the compounds tested; the hit share may differ from the screen's.
